SENP1 FRET inh: inhibitors of human SENP1 SUMO protease catalytic domain; Q9P0U3; recombinant SENP1 catalytic domain, CyPet-SUMO1-YPet FRET cleavage; inhibition, % at 10 µM; 360,000 compounds, 0.21% hits; AID 624204;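 active = inhibition at least 30% at 10 µM, raw YFP signal under a set limit, fluorescence ratio 0.5 to 1.5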;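 note: 0% = enzyme with DMSO and 100% = no enzyme wells; some results filed as inactive read as strong as hits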
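Assay system: hSENP1 catalytic domain, recombinant. Amount: SENP1 enzyme, 20 pM final. Schedule: 50 min reaction, RT, dark. Technique: FRET, CFP and YFP emission. Control set: no-enzyme wells low, DMSO-plus-enzyme wells high control.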
SENP8 block-1: inhibitors of human SENP8 protease; 360,000 compounds, 0.64% hits; recombinant SENP8, Nedd8 substrate fluorescence; inhibition, % at 20 µM; AID 602440; in the data active = inhibition mostly above about 40%, no sharp cut-off; inactive = mostly below about 27%
A3G deaminase: inhibitors of human APOBEC3G DNA deaminase; recombinant A3G, ssDNA deamination FAM/TAMRA fluorescence; 330,000 compounds, 0.28% hits; inhibition, % at 20 µM; Q9HC16;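 active = inhibition of at least 40% at 20 µM, with no more than 30% in the related APOBEC3A deaminase screen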;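 note: plate controls were DMSO wells with A3G for no effect and wells lacking A3G enzyme for full effect; some compounds called inactive have numbers as strong as hits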
Target sequence (Q9HC16 whole entry, looked up): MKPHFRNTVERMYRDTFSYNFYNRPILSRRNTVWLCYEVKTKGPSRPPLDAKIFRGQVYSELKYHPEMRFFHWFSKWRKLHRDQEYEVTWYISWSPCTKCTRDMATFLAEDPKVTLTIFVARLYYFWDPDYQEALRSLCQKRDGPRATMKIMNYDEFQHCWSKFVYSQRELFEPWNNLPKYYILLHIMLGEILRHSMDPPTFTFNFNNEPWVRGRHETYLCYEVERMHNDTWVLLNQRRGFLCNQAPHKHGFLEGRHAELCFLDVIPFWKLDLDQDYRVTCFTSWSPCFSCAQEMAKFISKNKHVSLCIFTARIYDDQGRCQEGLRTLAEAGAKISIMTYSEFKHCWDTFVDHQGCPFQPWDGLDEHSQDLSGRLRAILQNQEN
SENP6 block: SENP6 protease inhibition; Q9GZR1; Recombinant SENP6 catalytic domain, aminoluciferin luminescence; inhibition, % at 10 µM; 330,000 compounds, 1.8% hits; AID 2599;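 active = inhibition above about 50% at the single tested dose, limit read from the data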;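 note: plate controls were DMSO wells with enzyme for no effect and DMSO wells lacking enzyme for full effect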
SENP7 block: SENP7 protease inhibition; recombinant SENP7, Z-RLRGG-aminoluciferin luminescence, 40 min; inhibition, % at 5 µM; 330,000 compounds, 1.5% hits; AID 434973;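 active = inhibition above about 50% at the single test dose, limit read from the data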;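 note: plate controls were DMSO with enzyme for no effect and no enzyme buffer wells for full effect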
Target sequence (Q9BQF6 706-1050 limits assumed): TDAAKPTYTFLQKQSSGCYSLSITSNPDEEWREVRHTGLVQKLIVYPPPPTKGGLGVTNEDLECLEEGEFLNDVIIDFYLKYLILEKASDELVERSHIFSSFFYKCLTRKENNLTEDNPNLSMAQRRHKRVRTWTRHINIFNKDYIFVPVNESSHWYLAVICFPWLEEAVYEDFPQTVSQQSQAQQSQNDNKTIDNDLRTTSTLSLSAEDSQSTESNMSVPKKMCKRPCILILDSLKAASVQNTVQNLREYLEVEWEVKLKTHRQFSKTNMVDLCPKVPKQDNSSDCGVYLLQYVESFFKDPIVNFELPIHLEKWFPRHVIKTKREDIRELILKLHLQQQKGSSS
Apaf-1 inh: human Apaf-1 inhibition; O14727; reconstituted apoptosome caspase-3 activity, DEVD-Rh110 fluorescence; inhibition, % at 20 µM; 330,000 compounds, 0.71% hits; AID 489030; active = inhibition of at least 40% at 20 µM;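 note: plate controls were DMSO wells for no effect and DEVD-CHO caspase inhibitor wells for full effect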
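Material: reconstituted apoptosome with Apaf-1, cytochrome c, caspase-9, procaspase-3, dATP. Technique: Rh110 fluorescence intensity. Buffer or medium: pH 7.5 Hepes buffer with CHAPS, BSA, DTT. Times: 30 min plus 50 min, RT.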
UBC13 polyUb: inhibitors of human UBC13 polyubiquitin chain formation | 330,000 compounds, 0.47% hits | inhibition, % at 20 µM | TR-FRET; in the data active = inhibition above about 45%, passing the limit was not always enough
Target sequence (P61088 whole entry, looked up): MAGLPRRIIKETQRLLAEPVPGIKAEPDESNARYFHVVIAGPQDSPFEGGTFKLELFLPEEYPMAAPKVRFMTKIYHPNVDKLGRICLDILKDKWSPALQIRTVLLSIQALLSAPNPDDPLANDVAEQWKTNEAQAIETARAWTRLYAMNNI
SENP8 block-2: blocks the human protease SENP8; 330,000 compounds, 1.2% hits; Q96LD8; inhibition, % at 10 µM; AID 2540; purified SENP8, Z-RLRGG-aminoluciferin cleavage, luminescence; in the data active = inhibition above about 50%
Numbers without * were called inactive; i = inactive. Hits appear at their usual frequency; any-hit rate near 3.6%.

SMILES,SENP1 FRET inh,SENP8 block-1,A3G deaminase,SENP6 block,SENP7 block,Apaf-1 inh,UBC13 polyUb,SENP8 block-2
N=C1SCC(=O)N1c1ccccc1Cl,0,16,-5,-8,-6,-4,0,-6
O=C(C1=C[C@H](c2coc3ccccc3c2=O)C[C@H](OCc2ccc(CO)cc2)O1)N1CCN(Cc2ccccc2)CC1,-2,6,-1,-14,1,22,8,6
COc1ccc(OC)c(CN2CCN(C(=O)c3cccc(S(=O)(=O)Nc4ccc(C)cc4)c3)CC2)c1,-4,3,-1,-7,8,0,-1,-11
CC1(C)Oc2ccc3ccc(=O)oc3c2[C@@H](O)[C@@H]1O,3,i,0,-14,6,8,6,-1
O=c1c2c3c(sc2nc2n1CCC2)CCCC3,0,19,-5,-16,-6,-14,21,-7
C=CCN=C(NC#N)SCC(=O)c1cccc(OC)c1,1,20,1,-2,10,-9,-7,2
CCc1nnc(NC(=O)C2CSC3(C)CCC(=O)N23)s1 (configuration not stated),1,15,-9,-4,-9,-13,-2,-10
CC(C)OC(=O)NCCOC(=O)Nc1cccc(Cl)c1,2,8,-7,-15,-6,12,-9,-11
O=C(NCCN1C(=O)S/C(=C\c2cccnc2)C1=O)c1ccc([N+](=O)[O-])s1,2,29,-5,-4,-2,4,-3,1
O=C1CCCN1S(=O)(=O)c1ccccc1,1,4,2,15,2,1,-2,1
Cc1ccc(OCCOc2cccc(Br)c2)c([N+](=O)[O-])n1,-2,7,-6,-25,-4,8,-3,-25
COc1ccc(C(=O)Nc2ccc(N3CCN(C)CC3)cc2)cc1,2,-1,-7,8,0,1,8,-9
CC(C)COP(=O)(c1ccc(N(C)C)cc1)C(O)c1ccccc1 (configuration not stated),0,10,-2,-14,-9,6,3,-7
O=C(CCSCCc1ccncc1)NCCCN1CCOCC1,-1,30,-5,-13,4,-5,1,5
Fc1ccc(N2CCN(c3nnnn3-c3ccccc3)CC2)cc1,0,2,-7,-23,4,3,-2,1
CCOc1ccc(NC(=O)c2cc(=O)[nH]c3ccccc23)cc1,-1,-1,-6,5,10,-12,-6,-8
CSc1ncccc1C(=O)OCC(=O)NC(C)C,3,3,-4,-31,5,-3,-1,-6
Cc1ccccc1C(=O)N(Cc1cccs1)C1CCS(=O)(=O)C1 (configuration not stated),1,-3,-8,-21,-5,2,7,4
O=C(N/N=C/C(Br)=C/c1ccccc1)NC1CCCCC1,-1,11,-2,-8,0,37,2,1
COC(=O)c1[nH]c2cc(OC)ccc2c1NC(=O)CCN1CCN(Cc2ccc3c(c2)OCO3)CC1,1,-176,-7,2,1,-9,0,2
CCCN1CCN(CC(=O)NCC(=O)Nc2cccc(C)c2C)CC1,0,6,-12,-5,-2,0,4,1
COCCNCC(O)CON=C1c2ccccc2-c2ccccc21 (configuration not stated),0,20,-2,-22,11,-4,-11,-2
COc1ccc(CN2CCNC(=O)C2CC(=O)N(C)CC2CCOCC2)c(F)c1 (configuration not stated),-6,-51,-5,3,-14,-4,0,2
COc1ccc(NC(=O)c2ccc(COCC(F)(F)C(F)F)cc2)cc1,1,20,4,-20,-3,10,-19,-9
COC(=O)c1sc(NC(=O)c2c(-c3ccccc3)noc2C)nc1C,0,-57,-7,8,-2,8,1,-2
Cc1cc(=O)[nH]c(N/N=C/c2ccc(Cl)cc2Cl)n1,-4,-100,-8,-30,18,0,-5,-14
COC(=O)C(Cc1cncn1COCc1ccccc1)NC(=O)OC(C)(C)C (configuration not stated),0,13,-4,-16,-3,1,-9,6
COc1ccc(C)cc1NC(=O)C1CCCN(S(=O)(=O)c2ccc(-n3cnnn3)cc2)C1 (configuration not stated),-1,15,-4,-8,-3,7,1,-9
COc1ccc(-n2cnnc2SCC(=O)Nc2nc(C)c(Cl)cc2Cl)cc1,1,-19,-7,-7,-3,9,1,-5
CCOC(=O)CNS(=O)(=O)Cc1ccccc1,1,23,-4,6,5,-3,14,-4

3 entries from above, sorted by the value under A3G deaminase, largest number first:
canonical_smiles,A3G deaminase
CC1(C)Oc2ccc3ccc(=O)oc3c2[C@@H](O)[C@@H]1O,0
COCCNCC(O)CON=C1c2ccccc2-c2ccccc21 (configuration not stated),-2
Cc1ccccc1C(=O)N(Cc1cccs1)C1CCS(=O)(=O)C1 (configuration not stated),-8

Next part:
SMILES,SENP1 FRET inh,SENP8 block-1,A3G deaminase,SENP6 block,SENP7 block,Apaf-1 inh,UBC13 polyUb,SENP8 block-2
CCn1c(SCC(=O)NCCc2ccc(Cl)cc2)nnc1-c1cccs1,4,12,0,2,2,-11,8,2
Cc1ccc(-c2ocnc2C(=O)N2CCN(C(=O)c3cccs3)CC2)cc1,2,9,-6,-13,-7,-9,-4,0
O=[N+]([O-])c1ccc(/C=N/N2CCN(c3ccncc3S(=O)(=O)N3CCCCC3)CC2)cc1,3,28,-2,-11,-8,25,-18,-1
CCCC(=O)NC(c1ccc(OC)cc1)c1c(O)ccc2ccccc12 (configuration not stated),-1,-89,-6,-19,-8,17,0,1
O=C(Nc1cc(Sc2ccccn2)cc([N+](=O)[O-])c1)c1ccc([N+](=O)[O-])cc1,3,27,-6,-16,7,11,-3,-1
O=C(O)Cn1cnc2c(=S)nc[nH]c21,-2,22,-9,-10,3,-24,14,0
CN(C)S(=O)(=O)c1ccc2c(c1)nc1n2CCC1,2,14,-5,-20,-4,7,-2,-1
CC1CCCCC12NC(=O)N(CC(=O)Nc1ccc(N3CCOCC3)cc1)C2=O (configuration not stated),2,18,-3,0,-2,2,-6,-3
COc1cc(C)ccc1OCc1cc(C(=O)N(Cc2nccn2C)C(C)C)no1,1,12,1,9,2,1,0,7
O=Cc1cn(CC(=O)N2CCOCC2)c2ccccc12,0,8,-5,9,2,-11,-1,1
Cc1ccccc1Cn1nc(C)c(NC(=O)C2c3ccccc3Oc3ccccc32)c1C,3,8,5,3,3,26,-4,10
Fc1ccccc1NC(=S)NCc1ccc(Cl)cc1,0,12,-7,-19,11,6,3,-3
O=C(N/N=C/C=C/c1ccccc1)c1cnccn1,3,12,0,5,10,1,-16,7
COc1ccccc1NC(=O)NC1(C(=O)N2CCC(C)CC2)CCCCC1,3,21,-6,2,11,2,5,-2
CCN(CC)CCCN1C(=O)C(=O)/C(=C(/O)c2cc(C)ccc2C)C1c1cccnc1 (configuration not stated),1,21,-2,3,-6,1,-15,-8
O=C(CSc1cccc[n+]1[O-])NCCCc1ccccc1,0,12,7,21,8,0,-10,3
CCCCc1ncc(CN2CCN(Cc3ccc(C)cc3)C(CCO)C2)[nH]1 (configuration not stated),-2,13,-2,-20,0,-16,-1,4
COc1ccc(N(C(=O)Cc2cccs2)C2C=CS(=O)(=O)C2)cc1 (configuration not stated),-5,15,-8,-15,-14,-10,-14,2
COc1ccc(C(=O)NC(=S)Nc2ccc(NC(=O)c3ccco3)cc2)cc1[N+](=O)[O-],3,7,-7,7,0,-35,-2,11
COc1cccc(CNc2ccc3c(c2)ncn3C)c1OC,-1,-165,0,5,-5,-10,-4,2
Cc1ccc(S(=O)(=O)N2CC(O)CC2C(=O)OCC(=O)Nc2ccc([N+](=O)[O-])cc2C(F)(F)F)cc1C (configuration not stated),2,5,-6,-7,-4,3,3,3
O=C(N/N=C/c1cn(-c2ccccc2)nc1-c1cc2ccccc2o1)c1cccnc1,-3,-188,-7,-1,1,10,-1,3
COc1ccccc1CCNC(=O)CCNS(=O)(=O)c1ccc(NC(C)=O)cc1,-2,4,-8,-19,-4,-2,5,9
COc1ccc(OC)c(C(c2nnnn2Cc2ccco2)N2CCN(C)CC2)c1 (configuration not stated),0,1,-7,-6,7,-9,1,-5
COc1ccccc1CNC(=S)NCc1ccc(Cl)cc1,1,4,-4,-6,0,19,4,1
Cc1nn(-c2ccccc2)c(OC(=O)c2cccs2)c1S(=O)(=O)c1ccccc1,1,34,-8,-17,-6,3,-13,0
Cn1c(=O)c2sccc2n(Cc2cccc(Br)c2)c1=O,0,15,-6,9,5,0,8,6
O=C(NCCc1ccco1)C(=O)NCC1OCCCN1S(=O)(=O)c1ccccc1 (configuration not stated),-6,-10,-14,-12,-8,-9,1,-1
O=C(Nc1ccc2c(c1)OCO2)c1cnn2c1NC(c1ccco1)CC2C(F)(F)F (configuration not stated),1,18,-2,-5,-8,-4,-1,-5
O=C(O)c1ccccc1SCC(=O)N1c2ccccc2Sc2ccccc21,-11,-19,1,12,2,18,2,11

Full records, looked up by structure. Order of screens: SENP1 FRET inh	SENP8 block-1	A3G deaminase	SENP6 block	SENP7 block	Apaf-1 inh	UBC13 polyUb	SENP8 block-2
`COc1ccc(OC)c(C(c2nnnn2Cc2ccco2)N2CCN(C)CC2)c1` (configuration not stated) in the list: 0	1	-7	-6	7	-9	1	-5
`CCc1nnc(NC(=O)C2CSC3(C)CCC(=O)N23)s1` (configuration not stated) in the list: 1	15	-9	-4	-9	-13	-2	-10
`CSc1ncccc1C(=O)OCC(=O)NC(C)C` in the list: 3	3	-4	-31	5	-3	-1	-6
`Cn1c(=O)c2sccc2n(Cc2cccc(Br)c2)c1=O` in the list: 0	15	-6	9	5	0	8	6

Additional entries
SMILES,SENP1 FRET inh,SENP8 block-1,A3G deaminase,SENP6 block,SENP7 block,Apaf-1 inh,UBC13 polyUb,SENP8 block-2
Fc1cccc2sc(Nc3nc4ccccc4s3)nc12,-27,-395,-8,-38,11,7,-10,-21
Cc1ccc(CCNC(=O)C2CCN(S(=O)(=O)c3c(C)nn(C)c3C)CC2)cc1,0,-1,-6,-12,13,-4,5,0
Cc1ccc(Cl)c(NC(=S)N(CCCN2CCOCC2)Cc2ccco2)c1,2,8,-2,3,7,10,1,8
O=C(CCNC(=O)c1ccccc1Cl)Nc1ccc(Br)c(C(F)(F)F)c1,2,12,-3,-12,-4,1,35,-8
Cc1ccc(NC(=O)C2CCCN(S(=O)(=O)c3c(C)noc3C)C2)c(C)c1 (configuration not stated),0,22,1,12,4,6,1,3
COC(=O)c1nc(-c2ccccc2)nc(-c2ccccc2)c1C(=O)OC,1,14,-5,-19,-1,2,6,-3
O=C(c1ccccc1)n1c(=S)nc2ccccn21,1,2,-2,78*,90*,13,-13,70*
CCOc1ccc(S(=O)(=O)NCCC(=O)NC2CCN(Cc3ccccc3)CC2)cc1,2,3,-8,-11,11,7,1,-17
COc1ccc(C(=O)Nc2ccc(S(=O)(=O)Nc3cc(C)nc(C)n3)cc2)c(OC)c1,1,-8,-1,-9,11,0,-4,4
CS(=O)(=O)c1ccccc1-c1nnc(NC(=O)c2ccco2)o1,3,-44,4,-22,-6,7,-5,-8
COc1ccc(OC)c(NC(=O)c2cc3ccccc3o2)c1,1,-31,0,4,9,7,14,-6
COc1ccc(OC)c(S(=O)(=O)N2CCN(CC(O)COc3ccc(C#N)cc3)CC2)c1 (configuration not stated),-1,16,-15,-10,-7,-3,-5,2
O=C(NCCc1ccccc1)c1noc2c1CCCCC2,1,8,-1,-3,2,-8,16,-5
N#Cc1ccc(OCC(O)CS(=O)(=O)c2ccc(F)cc2)cc1 (configuration not stated),2,2,3,3,11,4,-4,-4
O=C1c2ccccc2C(=O)N1CC(O)CN1CCOCC1 (configuration not stated),2,13,-3,-4,-7,-5,-7,-6
CC(C)c1ccc2c(c1)c(SC(C)(C)C)c(CC(C)(C)C(=O)O)n2Cc1ccc(Cl)cc1,-1,6,-1,7,1,19,-51,9
Cc1ccc(S(=O)(=O)N/N=C/c2ccc(OCC(=O)NC(C)C)cc2)cc1,1,26,-5,-8,5,-5,1,-1
FC(F)(F)c1nc(NCC2CCCO2)c2nnn(Cc3ccccc3Cl)c2n1 (configuration not stated),0,5,-2,-16,-5,4,2,-18

Compound activity (PubChem BioAssay)
